Assay outcomes (PubChem BioAssay)
NPY2 pot ag: potentiators or agonists of human neuropeptide Y receptor Y2. P49146. cells expressing NPY-Y2, potentiator/agonist read-out. activation, % at 3.6 µM. 220,000 compounds, 0.45% hits; in the data active = activation above about 27%;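 also: cells stimulated with NPY near EC25 plus isoproterenol at EC100; 0% = vehicle plus submaximal agonist and 100% = vehicle plus saturating agonist; some results beyond the cut were filed as inactive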
Hck Nef HTS: blocks Nef-activated human Hck kinase. inhibition, % at 20 µM. P08631. 220,000 compounds, 0.68% hits. Recombinant Hck-YEEI plus Nef, Z-Lyte FRET kinase assay;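 active = Hck-Nef kinase inhibition above about 50%, limit read from the data; inactive = inhibition below that limit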;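 also: 0% = DMSO with Hck plus Nef and 100% = Hck alone without Nef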
NPY Y1 blocker: antagonists of human neuropeptide Y receptor Y1 | P25929 | HEK293-CNG Y1 cells, membrane potential fluorescence; NPY at EC95, then isoproterenol | inhibition, % at 3.6 µM | 200,000 compounds, 1% hits;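 active = inhibition above the campaign mean inhibition of all tested compounds plus 3 SD, cut at about 20% in these data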;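 also: 0% = DMSO wells given NPY plus isoproterenol and 100% = isoproterenol alone without NPY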
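Material: HEK293 cells with Y1 receptor plus CNG channel; times: compound incubation 1 h at room temperature, readout 45 min post-stimulation; signal: fluorescence, membrane potential probe; read-out basis: fluorescence ratio normalized to % inhibition between controls; benchmarks: full-block control isoproterenol-only wells, zero-block control NPY plus isoproterenol wells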
Runt-CBFb FRET: inhibitors of human RUNX1 Runt domain binding to CBFb. 220,000 compounds, 0.46% hits. inhibition, % at 20 µM. Q01196+Q13951. Cerulean-Runt/Venus-CBFb FRET ratio 530/480, 1 h. AID 1496;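 active = inhibition over about 50% at 20 µM in the single-dose screen, limit read from the data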;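 also: 0% = DMSO wells and 100% = excess unlabeled CBFb competitor control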
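System: Cerulean-labeled Runt domain protein | Quantity: 100 nM of each labeled protein | Schedule: 1 h compound exposure, room temperature | Detection: Fluorescence energy transfer, 422 nm excitation, 530/480 nm emission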
Mdm2 ligase inh: Mdm2 E3 ligase (human) inhibition. 210,000 compounds, 0.11% hits. signal enhancement, % at 5 µM. Q00987. AID 1230. cell-based MDM2 ubiquitination luciferase reporter, 2 h; 0 = plate control, 100 = twice control, blank-subtracted;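 active = signal enhancement of 30% or more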;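 also: luminescence tracks abundance of the self-degrading MDM2-luciferase fusion protein; higher signal means inhibition of MDM2 E3 ligase activity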
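System: stable MDM2–luciferase fusion reporter cells / Input: 2000 cells seeded into each well / Schedule: 4 h settle plus 2 h compound, 37 °C / Compound: single-point 5 µM / Buffer or medium: cells held in DMEM / Benchmarks: control and blank well means / Evaluation: percent signal gain over controls, blank-subtracted / Measured by: luciferase luminescence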
RBBP9 inhibitor: human RBBP9 hydrolase inhibition; recombinant RBBP9, FP-Rh probe fluorescence polarization; inhibition, % at 7.94 µM; 220,000 compounds, 0.2% hits;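 active = inhibition above the campaign mean of all tested compounds plus 3 SD, cut at about 14% in these data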;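 also: plate controls were DMSO wells with RBBP9 for no effect and wells lacking RBBP9 protein for full effect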
Target sequence (O75884 whole entry, looked up): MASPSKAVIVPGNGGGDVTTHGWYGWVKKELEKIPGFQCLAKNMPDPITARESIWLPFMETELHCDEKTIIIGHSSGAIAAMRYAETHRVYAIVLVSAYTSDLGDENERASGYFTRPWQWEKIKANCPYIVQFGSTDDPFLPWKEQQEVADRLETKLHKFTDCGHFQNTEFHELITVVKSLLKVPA
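Controls: DMSO-treated enzyme wells and wells lacking RBBP9 | Material: RBBP9 protein | Technique: Fluorescence polarization | Replication: Single well per compound, no replicates | Buffer or medium: Tris-NaCl-Pluronic buffer, pH 8.0 | Timing: 30 min compound preincubation, 45 min probe labeling, 25 °C | Read-out basis: Percent inhibition from mP, scaled between DMSO and no-protein wells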
NPY1 pot ag: human NPY-Y1 potentiation or agonism, primary screen; P25929; NPY-Y1 expressing cells, potentiator/agonist activation; activation, % at 3.6 µM; 220,000 compounds, 0.37% hits; AID 1304; in the data active = activation above about 33%, passing the limit was not always enough;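 also: cells stimulated with NPY at EC10 then isoproterenol at EC100; 0% = low agonist plus stimulus and 100% = saturating agonist plus stimulus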
Runt-SMMHC FRET: blocks binding of human RUNX1 Runt domain to CBFb-SMMHC. Q01196+Q13951. Cerulean-Runt/Venus-CBFb-SMMHC FRET ratio 530/480, 1 h. inhibition, % at 20 µM. 220,000 compounds, 0.74% hits;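 active = mean inhibition across duplicate retests at 20 µM reaching about 50%, limit read from the data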;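 also: 0% = DMSO wells and 100% = wells with excess untagged CBFb-SMMHC; inhibitors lower the FRET ratio by blocking Runt binding to CBFb-SMMHC; some results filed as inactive read as strong as hits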
p97 inhibitor: inhibitors of human p97 ATPase; P55072; recombinant p97 ATPase, Kinase-Glo ATP luminescence, 3 h; inhibition, % at 8 µM; 220,000 compounds, 0.42% hits; in the data active = inhibition above about 15%;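 also: 0% = DMSO vehicle and 100% = wells lacking enzyme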
Target sequence (P55072 whole entry, looked up): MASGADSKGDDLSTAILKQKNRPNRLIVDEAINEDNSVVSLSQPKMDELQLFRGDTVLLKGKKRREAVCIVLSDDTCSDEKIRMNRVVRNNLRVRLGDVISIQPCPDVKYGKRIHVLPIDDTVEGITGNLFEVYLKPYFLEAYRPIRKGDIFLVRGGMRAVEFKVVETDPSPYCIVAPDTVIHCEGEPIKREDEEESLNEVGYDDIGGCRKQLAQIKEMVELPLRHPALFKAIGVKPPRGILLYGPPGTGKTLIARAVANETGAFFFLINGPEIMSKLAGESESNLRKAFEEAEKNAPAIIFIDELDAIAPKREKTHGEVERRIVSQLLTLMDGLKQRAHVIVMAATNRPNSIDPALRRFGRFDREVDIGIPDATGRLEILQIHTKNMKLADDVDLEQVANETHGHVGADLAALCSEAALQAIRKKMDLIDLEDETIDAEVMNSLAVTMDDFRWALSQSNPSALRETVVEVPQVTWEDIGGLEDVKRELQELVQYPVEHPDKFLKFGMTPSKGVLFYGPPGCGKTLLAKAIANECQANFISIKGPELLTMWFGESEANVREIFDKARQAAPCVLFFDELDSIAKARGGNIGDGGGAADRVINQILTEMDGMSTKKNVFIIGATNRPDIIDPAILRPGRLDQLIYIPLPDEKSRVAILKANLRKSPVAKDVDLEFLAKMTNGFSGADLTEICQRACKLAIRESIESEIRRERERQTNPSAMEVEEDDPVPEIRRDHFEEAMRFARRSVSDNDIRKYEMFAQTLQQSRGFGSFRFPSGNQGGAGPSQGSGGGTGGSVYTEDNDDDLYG
Numbers without * were called inactive; . = not tested or not shown.

The first five records as a preview:
compound,NPY2 pot ag,Hck Nef HTS,NPY Y1 blocker,Runt-CBFb FRET,Mdm2 ligase inh,RBBP9 inhibitor,NPY1 pot ag,Runt-SMMHC FRET,p97 inhibitor
COc1ccccc1CNC(=S)NCCc1ccccc1,-6,3,5,0,3,-6,-6,0,-1
COCCNC(=O)Cn1cnc([N+](=O)[O-])n1,-1,-12,3,3,-21,-6,4,-5,-6
Cc1[nH]n2cnnc2c(=O)c1Br,-2,5,.,2,.,2,-9,-6,5
C#CCn1c(=NC(=O)c2ccccc2[N+](=O)[O-])sc2cc(S(C)(=O)=O)ccc21,-3,4,1,-9,7,-12,10,-32,3
Cc1ccc(CNC(=O)CSc2nc3ccccc3c(=O)n2CCCO)cc1,-21,2,4,1,-31,-6,-16,-6,-1

Main list, repeating the preview:
compound,NPY2 pot ag,Hck Nef HTS,NPY Y1 blocker,Runt-CBFb FRET,Mdm2 ligase inh,RBBP9 inhibitor,NPY1 pot ag,Runt-SMMHC FRET,p97 inhibitor
COc1ccccc1CNC(=S)NCCc1ccccc1,-6,3,5,0,3,-6,-6,0,-1
COCCNC(=O)Cn1cnc([N+](=O)[O-])n1,-1,-12,3,3,-21,-6,4,-5,-6
Cc1[nH]n2cnnc2c(=O)c1Br,-2,5,.,2,.,2,-9,-6,5
C#CCn1c(=NC(=O)c2ccccc2[N+](=O)[O-])sc2cc(S(C)(=O)=O)ccc21,-3,4,1,-9,7,-12,10,-32,3
Cc1ccc(CNC(=O)CSc2nc3ccccc3c(=O)n2CCCO)cc1,-21,2,4,1,-31,-6,-16,-6,-1
Cc1ccccc1C(=O)N/N=C/c1ccc([N+](=O)[O-])s1,1,14,2,9,-5,-12,3,-5,6
C/C=C1\C(OC2OC(CO)C(O)C(O)C2O)OC=C(C(=O)OC)C1CC(=O)OCC1C(C)C(OC(=O)CC2C(C(=O)OC)=COC(OC3OC(CO)C(O)C(O)C3O)/C2=C\C)CC1C(CO)CO (configuration not stated),19,9,0,1,-13,5,-1,-6,6
CCOC(=O)c1c(C)c(-c2ccccc2)n(CC(=O)N2CCN(C)CC2)c1C,9,1,3,-1,5,-2,-1,-1,2
Nc1nnc(Cc2ccccc2F)s1,-4,16,3,0,-12,2,-4,-1,-5
c1ccc(OCCSc2nc3ccccc3o2)cc1,18,6,-3,-2,-23,4,14,4,3
Cc1cccc(-c2noc(CN(C)S(=O)(=O)c3cc(Cl)ccc3Cl)n2)c1,-19,0,9,-2,2,-11,-37,-1,-9
O=C(N/N=C1/CCSC1)c1cc(Br)ccc1O,2,16,7,2,-15,-16,-27,0,-2
CC(=O)Nc1ccccc1NS(=O)(=O)c1ccc(Cl)cc1,9,0,-5,1,7,0,9,0,0
CN(C)S(=O)(=O)N1CCN(Cc2ccccc2)CC1,7,-1,-5,1,1,-12,-8,-2,-1
CC(C)OC(=O)c1ccc(OC(=O)c2cccnc2)cc1,9,2,1,-1,-5,-7,-9,-4,2
CC(=O)OCCNc1cc(Sc2nc3ccccc3[nH]2)c2nonc2c1[N+](=O)[O-],-2,-1,-5,44,-11,2,-21,37,1
CCCc1cc(=O)[nH]c(SCC(=O)c2cc(C)n(-c3c(C)n(C)n(-c4ccccc4)c3=O)c2C)n1,-12,2,0,-1,-7,-7,-2,3,1
O=C1NCCN1CCN1C(=O)c2ccccc2NC1c1ccccc1 (configuration not stated),-10,18,.,3,-5,-6,7,2,2
CC(=O)N1CC2(CC(=O)OC(C)C)CN(C(C)=O)CC(CC(=O)OC(C)C)(C1)C2=O,-3,0,-2,2,-13,-11,3,18,2
O=c1cc(C(F)F)oc2c1ccc1ccccc12,5,-4,11,-2,-3,-11,-14,-1,2
Cc1nn(C)cc1C(C)Nc1nc2nonc2nc1N1CCCCC1 (configuration not stated),-26,2,0,0,19,3,9,-1,-2
c1ccc(Cn2c(Nn3cnnc3)nc3ccccc32)cc1,1,-7,-4,-1,1,-5,7,-8,-8
O=S(=O)(c1ccc(Cl)cc1)c1cnc(-c2cccnc2)nc1-c1ccccc1,-5,3,-1,-2,-11,-3,-4,6,2
CCn1c(C)nc2cc(C(=O)NNC(=O)CCC3CCCCC3)ccc21,0,7,0,-1,-20,-9,-28,-5,-1
Cc1occc1C(=O)NCc1ccccn1,6,0,-3,2,-4,-6,-4,14,5
C/C(=N\OCC(=O)Nc1ccc2c(c1)OCCO2)c1ccc2c(c1)OCCO2,-11,-1,6,1,-18,-5,-17,-2,-8
Oc1ccc(Cl)cc1CNCC1CCCO1 (configuration not stated),3,1,1,0,7,-6,8,-3,5
CC(C)(C)C(=O)NCCn1ccc2ccccc21,-6,3,1,-2,-13,-3,12,-3,2
Cc1ccc(S(=O)(=O)N2CCC(C(=O)OC(C)C(=O)NCc3ccc4c(c3)OCO4)CC2)cc1 (configuration not stated),-10,0,-4,-1,-11,-12,4,0,3
O=C(OCC(CO)OC(CO)n1ccc(=O)[nH]c1=O)c1ccccc1 (configuration not stated),2,1,-4,-2,9,-4,-5,-5,5
O=C(Cn1c2ccc(F)cc2c2nc3n(c(=O)c21)CCS3)Nc1ccc(Cl)cc1F,8,61*,-2,-1,-9,-7,-4,-6,8
O=C(NC1CCCCCC1)C1CC(=O)N(Cc2ccccc2)C1 (configuration not stated),12,2,2,-2,-3,-4,-2,4,-1
CCSCc1nnc(SCC(=O)Nc2nccs2)n1CC,5,-9,-8,-2,-12,3,6,2,4
O=C(/C=C/c1ccco1)Nc1ccccn1,12,2,-2,11,-21,-2,-14,6,-2
CN1C(=O)C(CC(=O)N2CCN(C(c3ccccc3)c3ccccc3)CC2)N(C)C1=O (configuration not stated),-6,3,6,1,-8,-13,-9,0,-5
c1ccc(-c2nnc(-c3ccccn3)c(-c3ccccn3)n2)nc1,0,12,.,3,-8,-6,-17,4,-4
O=C(CC1CCCC1)OCn1nnc2ccccc2c1=O,10,-2,-4,-2,-28,-6,3,1,0
Cc1ccc2nc(NC(=S)NC(=O)c3ccco3)sc2c1,-2,9,0,0,-12,-8,-1,0,-3
CCCCNC(=O)Oc1c(Br)cc2sc(=O)oc2c1Br,11,56*,.,23,-9,21*,11,8,-13
COCCCNC(=S)NNC(=S)Nc1ccc(OC)cc1,-29,6,.,14,-18,-10,9,-6,4
FC(F)(F)c1cc(NCc2cccs2)n2ncnc2n1,9,0,4,-2,-7,0,16,50,7
CCOc1ccc(CCN2CN(CC)CNC2=S)cc1OCC,1,25,-3,1,-8,-6,16,1,2
COc1ccccc1C1CN(c2ccccc2)N=C1c1cccs1 (configuration not stated),11,44,2,46,-2,-2,5,59*,8
Cn1c(=O)c2c(nc(CN3CCC(C(N)=O)CC3)n2CCc2ccccc2)n(C)c1=O,6,0,1,-1,-12,-4,-4,0,1
COc1nc(NC(C)(C)C)nc(Oc2ccc(=O)n(C)n2)n1,0,2,0,1,-18,-10,18,0,5
CCCn1nnnc1NC(=O)c1ccc2ccccc2c1,-36,2,9,0,-7,0,-20,-2,-3
Cc1ccsc1/C=N\NC(=O)CCc1c(C)n[nH]c1C,0,-22,4,0,-2,-11,-2,-4,-5
CC(C)COC(=O)N1CC(O)CC1C(=O)O (configuration not stated),11,-2,-8,1,-9,-3,4,4,3
CCOC(=O)c1c(N)sc2c1CCS(=O)(=O)C2,-5,0,0,17,-12,-2,3,8,0
CCOC(=O)c1cc(C(=O)OCC)c2cc(Br)ccc2n1,-46,1,12,-1,-13,-6,-46,-2,-6
CC1CCN(S(=O)(=O)c2cccc(C(=O)O)c2)CC1,7,1,0,-1,7,3,14,2,1
C/C(=N/NC(=O)c1ccoc1C)C12CC3CC(CC(C3)C1)C2,1,-2,-2,0,-24,7,-7,2,-1
NC(=O)CNC(=O)c1ccc(Cl)cc1,-7,3,.,-1,-9,4,16,0,7
OC(CNCc1ccc(-c2ccccc2)cc1)c1ccccc1 (configuration not stated),-16,22,17,0,-10,-2,-34,1,-3
Cc1cccc(N2CCN(C(=O)C34CC5CC(CC(C5)C3)C4)CC2)c1C,-2,1,5,-2,-55,-1,-9,2,-3
COc1ccc(C(C(=O)Nc2ccc(C(C)C)cc2)N(Cc2ccco2)C(=O)CC2NC(=O)NC2=O)cc1 (configuration not stated),-4,-5,2,-5,-4,0,10,-5,0
C#CCOCCOCCOCCNc1nc(N2CCN(C(=O)Cn3cc(CC(C)O)nn3)CC2)nc(N2CCN(C(=O)[C@H]([C@@H](C)CC)n3cc(CCCN=C(N)N)nn3)CC2)n1 (some centres not stated),4,-1,0,-1,.,-3,-18,2,0
O=C(CSc1nnc(CCc2nc3ccccc3[nH]2)n1-c1ccccc1)NCc1ccco1,-11,0,5,2,7,0,6,4,5
O=C(Nc1cc(Cl)cc(Cl)c1)C(NCC1CCCO1)c1ccccc1 (configuration not stated),5,4,3,1,-2,1,-21,0,0
O=C(COC(=O)c1ccc(-c2cnc3ccccc3n2)cc1)c1ccccc1,2,0,-6,-4,-15,-4,4,-6,-7

Following part:
compound,NPY2 pot ag,Hck Nef HTS,NPY Y1 blocker,Runt-CBFb FRET,Mdm2 ligase inh,RBBP9 inhibitor,NPY1 pot ag,Runt-SMMHC FRET,p97 inhibitor
Brc1ccc2[nH]ncc2c1,1,1,2,-3,-12,-2,-41,-4,-6
Cc1cc(NC(=O)CSc2nnc3c(C)cc4cc(C)c(C)cc4n23)no1,-9,34,-3,-2,-21,-3,-2,0,10
Cc1ccccc1NC(=O)C1CCC(C)(C(=O)O)C1(C)C (configuration not stated),5,-20,2,0,-19,-11,-1,2,2
CC(=C/c1ccccc1)/C=N/NC(=O)c1cnccn1,-17,16,2,0,-23,-14,0,2,-4
O=C(N/C(=C/c1cn(-c2ccccc2)nc1-c1ccccc1)C(=O)N1CCOCC1)c1ccccc1,7,1,3,3,-13,-4,-2,9,-3
CN(C)C(=O)N1CCN(C(=O)c2ccccc2Sc2ccccc2C#N)CC1,14,-1,-7,-1,-5,2,17,-6,5
